M. tuberculosis = growth inhibition of non-replicating M. tuberculosis (AID 488890); Mycobacterium tuberculosis non-replicating, growth inhibition; higher % means a stronger effect; inhibition, % at 25 µM, or IC50 in µM where a hit was titrated; hit rate 0.39% among 320,000; in the data active = a potency from the dose series; inconclusive = inhibition mostly from about 82% at the one dose, without a potency; inactive = the rest, 99 in 100 with inhibition below about 76%;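 also: plate controls were DMSO cells for no effect and high antibiotic wells for full effect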
inhibitors of VEEV = inhibitors of VEEV TC-83 cytopathic effect, confirmation, Vero cells (AID 588727); Vero cells, VEEV TC-83 cytopathic effect inhibition; higher % means a stronger effect; inhibition, % at 20 µM; hits with a dose series show IC50 in µM; hit rate 0.13% among 350,000; in the data active = a potency from the dose series; inconclusive = inhibition mostly from about 14% at the one dose, without a potency; inactive = the rest, 99 in 100 with inhibition below about 12%; also: strong numbers were not always called active
H37Rv inhibition = M. tuberculosis growth inhibition, HTS (AID 449762). inhibition, % at 25 µM, or IC50 in µM where a hit was titrated. hit rate 0.59% among 330,000. M. tuberculosis H37Rv growth inhibition, 7H9 media; higher % means a stronger effect; in the data active = a potency from the dose series; inconclusive = inhibition above about 70% without an active follow-up result;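 also: bacterial growth assessed after seven days of incubation; strong numbers were not always called active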
H1N1 NS1A inhibition = H1N1 influenza NS1A inhibitors, functional cell based assay (AID 504329) | inhibition, % at 12.5 µM; hits with a dose series show IC50 in µM | hit rate 0.3% among 340,000 | NS1A functional cell-based assay, percent inhibition; higher % means a stronger effect; in the data active = a potency from the dose series; inconclusive = inhibition above about 27% without an active follow-up result; also: strong numbers were not always called active
PhoP GFP inhibition = PhoP regulon inhibitors, Salmonella typhi PhoP promoter GFP reporter, confirmatory (AID 1850). inhibition, % at 50 µM; hits with a dose series show IC50 in µM. hit rate 0.33% among 310,000. Salmonella Typhi PhoP-promoter GFP reporter, fluorescence, 4 h; higher % means a stronger effect; in the data active = a potency from the dose series; inconclusive = inhibition mostly from about 25% at the one dose, without a potency; inactive = the rest, 99 in 100 with inhibition below about 19%;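 also: 0% = induced wells with vehicle and 100% = uninduced wells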
inhibitors of VEEV 10K pilot screen = also measured in inhibitors of VEEV; calls as there; inhibition, %; measured here: 10K pilot screen inhibition
Numbers without * were called inactive; i = inactive; ? = inconclusive; . = not tested or not shown.

SMILES	M. tuberculosis	inhibitors of VEEV	H37Rv inhibition	H1N1 NS1A inhibition	PhoP GFP inhibition	others
Cc1ccc(N=C2C(=O)Nc3ccccc32)c(C)c1	0.2%	0.4%	3.1%	6.3%	-2.4%
COc1ccc(CCN2C(=O)c3ccccc3C2(O)c2ncc[nH]2)cc1OC (centres undefined)	16.4%	i	2.3%	5.1%	-2.4%	inhibitors of VEEV 10K pilot screen=1.1
Cc1ccc(NC(=O)CN(C)S(=O)(=O)c2ccc3c(c2)n(C)c(=O)c(=O)n3C)cc1	4.0%	5.5%	2.0%	0.7%	-29.1%
CCOC(=O)COc1nc(-c2ccc(Cl)cc2)cc(-c2ccco2)c1C#N	33.6%	2.2%	-2.2%	-22.6%	-9.4%
CCc1noc(C)c1C(=O)Nc1ccc(Cl)c(S(=O)(=O)N2CCCCC2)c1	7.8%	3.2%	-11.4%	-6.1%	5.5%
O=C(CSc1nnc(-c2cccs2)n1C1CC1)NCC1CCCO1 (centres undefined)	23.1%	2.4%	-0.6%	-8.1%	.
ClCCNc1nc2ccc(Cl)cc2[nH]1	-0.7%	0.3%	8.1%	-2.1%	21.4%
COC(=O)c1ccc2nc(NC(=O)COC(=O)CSc3nc(C)cc(C)n3)sc2c1	-7.7%	1.2%	-4.0%	-4.2%	-7.0%
O=c1c2[nH]c3ccccc3c2ncn1CCN1CCCCC1	-4.4%	7.3%	2.5%	1.4%	-3.8%
O=C(CSc1nc2ccccc2c(=O)n1-c1ccc(Cl)cc1)N/N=C/C=C/c1ccccc1[N+](=O)[O-]	47.4%	4.3%	-12.8%	-1.9%	-2.4%
Cc1nc2ccc(NC(=S)N3CCOCC3)cc2nc1C	12.0%	0.9%	-0.7%	3.8%	0.9%
COc1ccc(/C=C(/NC(=O)c2cccs2)C(=O)N2CCOCC2)cc1OC	19.3%	0.5%	6.4%	2.1%	-7.8%
O=C(OCCOCCN=C1NS(=O)(=O)c2ccccc21)c1ccncc1	-29.7%	0.8%	-10.2%	-17.9%	0.3%
CCCCC(NC(=O)COc1cc2c(c3oc(=O)cc(C)c13)CCC(C)(C)O2)C(=O)O (centres undefined)	-2.1%	1.1%	-2.9%	5.0%	4.8%
c1ccc2c3c([nH]c2c1)C(C1CCCCC1)N(Cc1ncc[nH]1)CC3 (centres undefined)	49.0%	i	13.1%	-6.4%	5.3%
O=C(NCc1ccccn1)Nc1ccc(Cl)c(Cl)c1	6.4%	0.7%	-3.2%	-5.5%	-9.0%
O=C(Nc1ccc(Cl)cc1)c1nc[nH]c1C(=O)N1CCc2ccccc2C1	11.7%	0.2%	-6.1%	-0.5%	.
C=CCc1cc(C)cc(C)c1OCCn1cncn1	4.0%	i	-7.9%	2.5%	0.9%
COc1ccccc1C(=O)N(Cc1cccs1)C1CCS(=O)(=O)C1 (centres undefined)	2.7%	1.0%	-1.7%	3.2%	-6.2%
CN(C)C(=O)CN(c1ccc(F)c(Cl)c1)S(C)(=O)=O	-5.0%	0.3%	-11.2%	4.8%	-1.6%

The list goes on; it opens with the 7 that closed the last part.
SMILES	M. tuberculosis	inhibitors of VEEV	H37Rv inhibition	H1N1 NS1A inhibition	PhoP GFP inhibition	others
CCCCC(NC(=O)COc1cc2c(c3oc(=O)cc(C)c13)CCC(C)(C)O2)C(=O)O (centres undefined)	-2.1%	1.1%	-2.9%	5.0%	4.8%
c1ccc2c3c([nH]c2c1)C(C1CCCCC1)N(Cc1ncc[nH]1)CC3 (centres undefined)	49.0%	i	13.1%	-6.4%	5.3%
O=C(NCc1ccccn1)Nc1ccc(Cl)c(Cl)c1	6.4%	0.7%	-3.2%	-5.5%	-9.0%
O=C(Nc1ccc(Cl)cc1)c1nc[nH]c1C(=O)N1CCc2ccccc2C1	11.7%	0.2%	-6.1%	-0.5%	.
C=CCc1cc(C)cc(C)c1OCCn1cncn1	4.0%	i	-7.9%	2.5%	0.9%
COc1ccccc1C(=O)N(Cc1cccs1)C1CCS(=O)(=O)C1 (centres undefined)	2.7%	1.0%	-1.7%	3.2%	-6.2%
CN(C)C(=O)CN(c1ccc(F)c(Cl)c1)S(C)(=O)=O	-5.0%	0.3%	-11.2%	4.8%	-1.6%
O=C(c1ccc(S(=O)(=O)N2CCCCC2)cc1)N1CCN(c2ccccc2)CC1	2.7%	2.3%	-2.6%	3.7%	-3.3%
Fc1ccc(-c2n[nH]c(=S)n2CC2CCCO2)cc1 (centres undefined)	2.6%	0.5%	-9.8%	-3.1%	-5.0%
COc1ccc(/C=N/Nc2nc3ccccc3c(=O)[nH]2)cc1	20.8%	0.3%	-0.7%	-2.7%	2.5%
CC1CCc2sc(C(=O)NNC(=S)NCC3CCCO3)cc2C1 (centres undefined)	-12.6%	2.2%	-19.9%	-7.0%	-9.9%
O=C(c1ccccc1)c1ccc2nc(-c3ccc(NC(=O)c4ccccc4F)cc3)[nH]c2c1	-4.6%	10.5%	0.0%	-15.2%	0.5%
COc1ccc(CNC(=O)CCNS(=O)(=O)c2ccc(NC(C)=O)cc2)cc1OC	-21.4%	1.8%	-6.0%	-14.2%	.
C=CCOCCN(CC)CC	-5.4%	0.9%	-1.3%	-23.1%	-2.6%
CCOC(=O)c1c(NC(=O)C2C3C=CC(CC3)C2C(=O)O)sc(C)c1CC (centres undefined)	10.0%	0.7%	-3.9%	-1.4%	-9.1%
CCOc1ccc(-c2nc(CSCC(=O)NC3CCCc4ccccc43)c(C)o2)cc1 (centres undefined)	34.8%	i	64.7%	-3.0%	-1.5%
COc1ccc(S(=O)(=O)NC2CC2)cc1Cl	-3.5%	0.4%	-1.8%	-11.5%	1.6%
Cc1nc2ccc(Cl)cc2c(=O)n1-c1ccccc1Cl	23.7%	1.7%	2.8%	-11.0%	-3.4%
O=C(N/N=C/c1ccccn1)c1cc(-c2ccc(Cl)s2)[nH]n1	?	3.4%	15.5%	13.6%	9.9%
O=[N+]([O-])c1ccc(C[n+]2ccc(Cc3ccccc3)cc2)cc1	22.7%	0.7%	14.3%	-3.0%	12.0%	inhibitors of VEEV 10K pilot screen=0.1
C/C(=C\c1ccccc1)CN1CCC(C(=O)N2CCCC(C)C2)CC1 (centres undefined)	.	i	4.9%	-3.4%	-7.3%
COc1ccc(-c2n[nH]c(=S)n2-c2cc(OC)ccc2OC)cc1	-7.0%	i	-6.6%	-3.5%	8.0%
CCc1sc(C(=O)Nc2ccc(N3CCOCC3)cc2)cc1C	31.0%	9.4%	6.4%	-12.7%	.
CC(C)C(=O)Nc1ccc(C(=O)NNC(=S)NC(=O)c2ccccc2[N+](=O)[O-])cc1	-12.1%	1.1%	-3.8%	2.3%	3.5%
COc1ccc(N(C(=O)c2ccncc2)S(=O)(=O)c2ccc3c4c(cccc24)C(=O)N3C)cc1	-9.0%	4.9%	0.1%	-0.6%	-6.2%
Cc1cccc(NS(=O)(=O)c2nnc(NC(=O)c3ccc(C)c(C)c3)s2)c1	22.7%	1.7%	-2.6%	5.7%	-16.7%
O=P(Oc1ccc(Cl)cc1)(N1CC1)N1CC1	.	1.4%	.	-18.9%	.

Random excerpt: three entries already listed
SMILES	M. tuberculosis	inhibitors of VEEV	H37Rv inhibition	H1N1 NS1A inhibition	PhoP GFP inhibition	others
COc1ccc(N(C(=O)c2ccncc2)S(=O)(=O)c2ccc3c4c(cccc24)C(=O)N3C)cc1	-9.0%	4.9%	0.1%	-0.6%	-6.2%
COC(=O)c1ccc2nc(NC(=O)COC(=O)CSc3nc(C)cc(C)n3)sc2c1	-7.7%	1.2%	-4.0%	-4.2%	-7.0%
Cc1nc2ccc(Cl)cc2c(=O)n1-c1ccccc1Cl	23.7%	1.7%	2.8%	-11.0%	-3.4%

New compounds follow:
SMILES	M. tuberculosis	inhibitors of VEEV	H37Rv inhibition	H1N1 NS1A inhibition	PhoP GFP inhibition	others
COC(=O)c1ccc(/C=C/c2c(-c3ccc(OC)cc3)sc3ccccc23)cc1	52.3%	5.5%	26.7%	0.1%	.
CCOc1ccc(-c2csc(NC(=O)c3ccco3)n2)cc1	54.3%	1.1%	11.9%	-4.6%	-6.0%
CCCCN(CC)CCCNC(=O)CC1Oc2ccccc2NC1=O (centres undefined)	4.4%	0.7%	-2.2%	14.0%	-10.1%
NC(=O)c1noc(C(=O)N(CC(=O)NC2CCCC2)Cc2ccc3c(c2)OCO3)c1N	5.7%	0.9%	-0.1%	-2.5%	-8.8%
CCn1c(CNS(=O)(=O)c2ccc(Br)cc2)nnc1SC	-7.6%	0.1%	2.8%	5.4%	-13.3%
O=C(NC1CCCCC1)C(c1ccc2ncccc2c1)N(Cc1ccc(F)cc1)C(=O)c1cccs1 (centres undefined)	19.6%	9.4%	11.3%	-8.2%	-3.8%
COc1cc(/C=C(\C#N)c2nc3ccccc3[nH]2)c([N+](=O)[O-])cc1OCc1ccccc1	62.4%	11.0%	21.9%	2.4%	1.9%
CCC(=O)Nc1nc(C)c(-c2csc(Nc3cccc(C(=O)O)c3)n2)s1	-1.4%	0.5%	-4.7%	6.9%	-5.7%
CC(=O)c1ccc(NC(=O)c2cccc(S(=O)(=O)N3CCN(C)CC3)c2)cc1	-9.2%	2.4%	-0.8%	-1.9%	6.3%
O=C1COc2ccc(C(=O)CSc3nnc(Cc4cccs4)n3-c3ccc(Cl)cc3)cc2N1	20.4%	0.8%	31.7%	0.7%	-0.6%
Cc1cc(C)n(CC(=O)NNC(=O)c2cccc(C(F)(F)F)c2)n1	-5.2%	0.2%	-9.1%	-0.2%	-7.0%
O=C(NCCc1ccccc1)C1(c2ccccc2)CCCC1	19.4%	i	-4.7%	-1.9%	-1.9%
Cc1ccc(C([O-])=C(C(=S)NCc2ccccc2)[n+]2cccc(CO)c2)cc1[N+](=O)[O-]	.	2.7%	.	10.0%	.
COc1cccc(CNC(=O)CCS(=O)(=O)c2cccc3nonc23)c1	59.6%	i	54.5%	-25.3%	-3.0%
COc1ccccc1N1CCN(C(=O)C2CCCCN2S(=O)(=O)c2ccc(C)cc2)CC1 (centres undefined)	11.7%	0.0%	-2.2%	-5.7%	1.7%
NC(=O)C(=O)N/N=C/c1c(F)c(F)c(F)c(F)c1F	9.3%	3.0%	0.0%	0.8%	9.1%
COc1ccc(NS(=O)(=O)c2cccc(C(=O)NCC(c3ccccc3OC)N3CCCC3)c2)cc1 (centres undefined)	40.5%	1.8%	-8.2%	-6.0%	-8.2%
Cc1ccc2nc(SCC(=O)c3c(N)n(C)c(=O)n(C)c3=O)[nH]c2c1	-12.0%	i	-1.9%	-0.1%	-1.5%
O=C(NCc1ccccc1)C1CCC1	-8.7%	i	-11.1%	0.5%	3.0%
COc1cccc(CC(=O)Nc2cc(S(=O)(=O)N3CCOCC3)ccc2N2CCN(C)CC2)c1	-19.1%	0.2%	-3.8%	-7.2%	.
CCn1c(CNC(=O)COc2ccc(C(C)C)cc2)nnc1SCC(=O)Nc1ccc(F)cc1	38.8%	0.4%	-5.3%	0.0%	4.0%
COc1ccccc1N1CCN(C2CCN(C(=O)COc3cccc(C)c3)CC2)CC1	1.4%	0.7%	6.5%	-6.3%	-2.6%
COCCn1c(N2CCCC2)nc2c1c(=O)[nH]c(=O)n2C	-20.3%	i	1.2%	-9.7%	4.8%
Cc1cccc(NC(=O)COc2coc(CN3CCN(c4ccccc4)CC3)cc2=O)c1	9.6%	2.3%	62.2%	-1.3%	7.2%
CCOc1ccc2ccccc2c1/C=N/NC(=O)c1ccncc1	0.58µM*	i	?	-4.1%	-8.3%
Cc1ccccc1NC(=O)CSc1nc2cc3c(cc2cc1C)CCC3	6.5%	i	4.3%	-6.0%	-6.8%
COc1ccccc1NC(=O)c1nnn(Cc2ccccc2)c1NC(C)=O	-3.0%	0.4%	-8.9%	9.1%	14.8%
Cc1ccc(SCCC(=O)N2CCOCC2)cc1	21.6%	i	-6.3%	1.5%	-1.7%
CC(C(=O)NCC(=O)Nc1ccc(F)c(F)c1F)N1CCN(c2ccc(O)cc2)CC1 (centres undefined)	53.4%	0.1%	10.3%	2.9%	.
CCOc1ccc(OCC)c(S(=O)(=O)N2CCOCC2)c1	-8.4%	0.7%	-1.9%	-1.3%	10.8%

Part of the list above in order of SMILES length, highest first:
SMILES	M. tuberculosis	inhibitors of VEEV	H37Rv inhibition	H1N1 NS1A inhibition	PhoP GFP inhibition	others
Cc1cccc(NC(=O)COc2coc(CN3CCN(c4ccccc4)CC3)cc2=O)c1	9.6%	2.3%	62.2%	-1.3%	7.2%
COCCn1c(N2CCCC2)nc2c1c(=O)[nH]c(=O)n2C	-20.3%	i	1.2%	-9.7%	4.8%
Cc1ccc(SCCC(=O)N2CCOCC2)cc1	21.6%	i	-6.3%	1.5%	-1.7%
